Assay outcomes deposited in PubChem BioAssay by National Center for Advancing Translational Sciences (NCATS).
Chronic BCR inh – qHTS Assay to Find Inhibitors of Chronic Active B-Cell Receptor Signaling | ABC-DLBCL IkBa-CBG/CBR reporter, luminescence ratio, 4 h | Potency, µM (highest dose often 46.1 µM), without a hit: top-dose ratio change, negative = lower green/red ratio, usual class: inhibitors | 340,000 compounds, 0.05% hits | AID 493014, 2011; active = well fitted inhibition curve with a large enough effect in the signal ratio, with a control signal flat, not every such curve was filed as active; inconclusive = small, poorly fitted or top-dose-only effect, or effect the other way, or a change in a side signal; the % refers to the signal ratio;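 note: potency is the fitted concentration of half-maximal effect; plate controls were basal doxycycline-induced cells for no effect and cells given 10 µM MG132 for full effect; MG132 reads +100%, hits lower the ratio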
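Cell line TMD8 (human ABC DLBCL), stably expressing tet-inducible CBG68-IkBa fusion and CBR; IMDM/0.5% FBS; cpd up to 46 uM; dox induction, 4 h, 37C/5% CO2; dual luminescence; green/red ratio; MG132 control.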
TCR activator – Activators of T cell receptors: qHTS campaign; primary human leukocytes, anti-CD3, IL-2 HTRF, 48 h; AID 504894, 2011; Potency, µM (titrated, usually from 9.22 µM), for inactives: at the highest dose activation of IL-2 secretion, most hits filed as activators; 330,000 tested, under 10 active; note: % of control where 0% means no effect
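Primary human leukocytes receive a-CD3 beads and test compound and are incubated 48 hr. Secreted IL-2 is then assayed by HTRF, measuring 665nm acceptor emission after 320nm excitation of the europium donor.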
S-ASM inh – Inhibitors of Secretory Acid Sphingomyelinase (S-ASM): qHTS | Sphingomyelin phosphodiesterase (Homo sapiens), P17405 | placental ASM, HMU-PC fluorogenic substrate, 60 min | Potency, µM (series often up to 57.5 µM), inactives show top-dose activity change, negative = inhibition, actives largely listed as inhibitors | 340,000 compounds, 0.006% hits | AID 504937, 2011; note: potency is the fitted concentration of half-maximal effect
Target sequence (P17405 47-631 limits assumed): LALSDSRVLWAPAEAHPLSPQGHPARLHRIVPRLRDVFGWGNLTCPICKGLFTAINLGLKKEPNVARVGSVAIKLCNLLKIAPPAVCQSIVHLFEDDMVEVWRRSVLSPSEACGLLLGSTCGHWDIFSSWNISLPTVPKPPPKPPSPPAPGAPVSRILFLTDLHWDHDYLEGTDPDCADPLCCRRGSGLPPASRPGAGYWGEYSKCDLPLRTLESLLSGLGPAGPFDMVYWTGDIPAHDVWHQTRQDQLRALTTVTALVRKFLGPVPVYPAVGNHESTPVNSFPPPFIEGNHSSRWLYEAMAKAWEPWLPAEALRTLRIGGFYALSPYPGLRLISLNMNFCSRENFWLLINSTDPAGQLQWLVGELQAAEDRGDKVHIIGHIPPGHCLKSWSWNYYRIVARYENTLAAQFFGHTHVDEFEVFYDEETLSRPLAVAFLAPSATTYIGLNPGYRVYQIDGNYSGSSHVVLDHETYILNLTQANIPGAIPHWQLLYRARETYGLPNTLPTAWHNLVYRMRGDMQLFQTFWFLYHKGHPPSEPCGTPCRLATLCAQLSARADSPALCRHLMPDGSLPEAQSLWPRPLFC
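HMU-PC0 cleavage (9 uM final) by human placental ASM, 60 min at 37 °C following 10 min compound exposure at RT; stopped at pH 10, fluorescence Ex 386/Em 447 nm.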
ELG1 repair inh – qHTS screen for small molecules that inhibit ELG1-dependent DNA repair in human embryonic kidney (HEK293T) cells expressing luciferase-tagged ELG1. HEK293T ELG1-luciferase reporter, luminescence, 16 h; DNA damage induced by 5-fluorouridine. Potency, µM (top dose mostly 46.1 µM), without a hit: at the top dose activity change, negative = inhibition, hits mostly inhibitors. 330,000 compounds, 2.3% hits; note: potency is the fitted concentration of half-maximal effect; % is set by controls: 0 for no effect and ±100 for the full control effect; nearly all actives have a fitted effect of over 55% in size
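DMSO vehicle served as the neutral condition. Each well held 2,000 cells given 5-fluorouridine plus compound; after 16 hr at 37 °C/5% CO2, ONE-Glo was added and luciferase measured 30 min later.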
Integrin act MD – qHTS for Activators of Integrin-Mediated Alleviation for Muscular Dystrophy. alpha7betagal myoblasts, beta-gal FDG fluorescence, 48 h. Potency, µM (doses to about 38.3 µM), for the others: top-dose activation, usual class: activators. 350,000 compounds, 0.064% hits. AID 624291, 2012;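 note: potency is the fitted concentration of half-maximal effect; 100% = response of the positive control SU9516; nearly all actives have a fitted effect of over 60% in size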
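alpha7betagal+/- myoblasts (passage 13, 250/well) treated 48 h at 37C with compounds at 1:260 dilution of DMSO stock. Lysed, then beta-galactosidase activity read as FDG fluorescence (ex 480/em 540) after 30 min, with pre-read for autofluorescence.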
AT treatment – qHTS Assay for Identifying a Potential Treatment of Ataxia-Telangiectasia; 320,000 compounds, 0.19% hits; Potency, µM (titrated, usually from 57.5 µM), for inactives: top-dose activation, actives largely listed as activators; AID 485349, 2010; […] A-T fibroblasts, KAP-1 phosphorylation AlphaLISA; neocarzinostatin DNA damage 30 min before lysis; note: potency is the fitted concentration of half-maximal effect; % of control where 0% means no effect; nearly all actives have a fitted effect of over 45% in size
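hTERT-immortalized A-T patient fibroblasts ([…]), 500 cells/well in OPTI-MEM, 1% FBS, got compounds for 60 min, then NCS for 30 min at 37C. Lysates were then assayed for phospho-KAP-1 by AlphaLISA (anti-pKAP1 donor, anti-KAP1 acceptor beads), 6 hr at 25C.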
TSHR antagonist – Antagonists of the Thyroid Stimulating Hormone Receptor: HTS campaign; Thyrotropin receptor (Homo sapiens), P16473; 330,000 compounds, 0.2% hits; TSHR-expressing cells, TSH-stimulated cAMP HTRF, 2 h; stronger effect = lower value; activity change, negative = inhibition, % at 11.5 µM; AID 504810, 2011;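 active = activity change below a set negative limit, meaning inhibition stronger than a set level, cut at about -70% in these data; inconclusive = activity change between two set negative limits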; note: % is set by controls: 0 for no effect and ±100 for the full control effect
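Antagonism was scored as loss of TSH-driven cAMP in TSHR cells, stimulated with 4nM TSH (EC80) for 2 hours at 37 deg C and detected by homogeneous HTRF competition immunoassay.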
Eya2 phos inh – qHTS Assay for Inhibitors of the Phosphatase Activity of Eya2; Protein phosphatase EYA2 (Homo sapiens), O00167; Potency, µM (doses to about 76.9 µM), inactives show top-dose activity, negative = inhibition, usual class: inhibitors; AID 488837, 2010; 330,000 compounds, 0.006% hits; recombinant Eya2, OMFP fluorescence dephosphorylation (OMFP is methylfluorescein phosphate); note: potency is the fitted concentration of half-maximal effect; % is set by controls: 0 for no effect and ±100 for the full control effect
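Eya2 protein (added as 0.2 uM solution) was preincubated with compound for 10 min at ambient temperature in 50 mM HEPES pH 7.5, 50 mM NaCl, 5 uM MgCl2, 0.05% BSA, 1 mM DTT. OMFP (added at 50 uM) then reacted 10 min; fluorescence read at 485/525 nm.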
Mito fusion yeast – qHTS Assay for Small Molecule Inhibitors of Mitochondrial Division or Activators of Mitochondrial Fusion. Potency, µM (doses to about 46.1 µM), inactives show at the top dose growth rescue (activation), hits mostly activators. 320,000 compounds, 0.23% hits. S. cerevisiae fusion-defective mutant growth rescue, CellTiterGlo 48 h;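 note: potency is the fitted concentration of half-maximal effect; % of control where 0% means no effect; nearly all actives have a fitted effect of over 45% in size; temperature-sensitive fusion mutants such as fzo1-1 at 37 °C on non-fermentable ethanol glycerol medium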
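S. cerevisiae fusion-defective temperature-sensitive mutants (e.g. fzo1-1, mgm1-5) grown 48 h at 37C in YPEG (ethanol/glycerol non-fermentable) medium with 23 nl compound per well; growth rescue read as CellTiterGlo luminescence.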
Tb PFK inh – qHTS Assay to Find Inhibitors of T. brucei phosphofructokinase | ATP-dependent 6-phosphofructokinase (Trypanosoma brucei brucei), O15648 | T. brucei PFK, ADP-Glo luminescence | Potency, µM (highest dose often 57.5 µM), for the others: at the highest dose activity, negative = inhibition, hits mostly inhibitors | 330,000 compounds, 0.17% hits | AID 485367, 2010;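 note: potency is the fitted concentration of half-maximal effect; 0% = uninhibited 1x PFK enzyme wells and -100% = no-enzyme wells; nearly all actives have a fitted effect of over 60% in size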
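PFK 1.25 nM, F6P 0.5 mM, ATP 0.1 mM, 0.1 M TEA pH 8.0, 5 mM MgCl2, 0.01% Tween20, 0.1% BSA; 45 min RT. ADP-Glo readout. qHTS titration up to 57 uM; curves fitted, compounds curve-classed.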
TSG101-PTAP inh – qHTS Assay for Iinhibitors of HIV-1 Budding by Blocking the Interaction of PTAP/TSG101 | Potency, µM (series often up to 115 µM), for inactives: at the highest dose activity change, negative = inhibition, actives largely listed as inhibitors | 340,000 tested, under 10 active | AID 493005, 2010 | Fluorescence polarization, FITC-PTAP peptide / Tsg101 binding; active = well fitted inhibition curve with a large enough effect in the main read-out, with a control signal flat, not every such curve was filed as active; inconclusive = small, poorly fitted or top-dose-only effect, or effect the other way, or a change in a side signal; inactive = no such curve, though single readings can be large or run the other way; note: potency is the fitted concentration of half-maximal effect; % of control where 0% means no effect
Target sequence (Q99816 whole entry, looked up): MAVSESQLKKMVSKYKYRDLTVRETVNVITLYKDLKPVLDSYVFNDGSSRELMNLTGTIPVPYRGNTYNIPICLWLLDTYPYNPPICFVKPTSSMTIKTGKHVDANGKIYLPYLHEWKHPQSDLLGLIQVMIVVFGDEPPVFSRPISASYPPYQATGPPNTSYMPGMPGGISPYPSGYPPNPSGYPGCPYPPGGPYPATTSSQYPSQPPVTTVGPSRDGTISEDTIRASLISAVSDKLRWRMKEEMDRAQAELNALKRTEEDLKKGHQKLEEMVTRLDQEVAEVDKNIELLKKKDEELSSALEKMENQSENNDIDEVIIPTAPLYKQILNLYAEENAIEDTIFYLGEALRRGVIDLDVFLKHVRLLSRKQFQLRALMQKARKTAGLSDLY
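Fluorescence polarization binding of Tsg101 binding domain (10 uM final) to FITC-labeled PTAP peptide (50 nM final) in HEPES pH 7.5 buffer with NaCl, Tween 20, EDTA, TCEP. Compounds added before peptide; binding 20 min at RT.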
* = called active by the depositor; [ ] = dose if it differs, or a comment. Unless noted, calls come from the whole dose curve; as a rule, active = well fitted curve in the direction sought with a large enough effect; inconclusive = small, poorly fitted or top-dose-only effect, or another doubt; inactive = no such curve, though single readings can be large; an effect the other way counts as inactive or inconclusive. Rows were taken by chance; about 3.2% have a hit in one of these screens.

CC(C)CN(C(=O)Cn1nnc(-c2ccc(F)cc2)n1)C1CCS(=O)(=O)C1 (centres undefined) was read as Chronic BCR inh inconclusive, TCR activator 4%, S-ASM inh 3%, ELG1 repair inh 7%, Integrin act MD 9%, AT treatment -3%, TSHR antagonist 10, Eya2 phos inh -27%, Mito fusion yeast 1%, Tb PFK inh 0% and TSG101-PTAP inh 1%.
Cc1cc(C)n2c(SCCO)nnc2n1 was read as Chronic BCR inh inconclusive, TCR activator 1%, S-ASM inh 0%, ELG1 repair inh 0%, Integrin act MD 6%, AT treatment -15%, TSHR antagonist 4, Eya2 phos inh 1%, Mito fusion yeast 2%, Tb PFK inh -4% and TSG101-PTAP inh -2%.
CCN(C(=O)Cc1cccs1)c1nnc(-c2cc(OC)c(OC)c(OC)c2)s1 was read as Chronic BCR inh -26%, TCR activator 1%, S-ASM inh -3%, ELG1 repair inh 2.9µM*, Integrin act MD -10%, AT treatment -6%, TSHR antagonist -6, Eya2 phos inh -15%, Mito fusion yeast 10%, Tb PFK inh -1% and TSG101-PTAP inh -1%.
For Cc1ccc(NC(=O)CCCN2C(=S)NC(C)(C)CC2C)cc1 (centres undefined) the results were Chronic BCR inh -3%, TCR activator -3%, S-ASM inh 6%, ELG1 repair inh -6%, Integrin act MD 6%, AT treatment 0%, TSHR antagonist 0, Eya2 phos inh -1%, Mito fusion yeast -10%, Tb PFK inh 3% and TSG101-PTAP inh 0%.
Screening O=C(CCC(=O)Nc1ccccc1Cl)N/N=C1\CCCc2ccccc21 returned Chronic BCR inh 4%, TCR activator 0%[46.1 µM], S-ASM inh 7%, ELG1 repair inh -13%, Integrin act MD 10%, AT treatment 10%, TSHR antagonist 2, Eya2 phos inh -7%, Mito fusion yeast -2%, Tb PFK inh -1% and TSG101-PTAP inh -1%.
For CC(=O)c1cc(C#N)c(SCCC(C)C)nc1C the results were Chronic BCR inh inconclusive, TCR activator 3%, S-ASM inh -11%, ELG1 repair inh 28%, Integrin act MD -3%, AT treatment 2%, TSHR antagonist -4, Eya2 phos inh -6%, Mito fusion yeast inconclusive, Tb PFK inh 2% and TSG101-PTAP inh 0%.
`CC(=O)c1ccc(S(=O)(=O)NCC(=O)N2CCN(C/C=C/c3ccccc3)CC2)cc1` gave Chronic BCR inh 0%, TCR activator -3%, S-ASM inh -2%, ELG1 repair inh -11%, Integrin act MD 21%, AT treatment -10%, TSHR antagonist -24, Eya2 phos inh -1%, Mito fusion yeast 2%, Tb PFK inh 0% and TSG101-PTAP inh -1%.
For CC1CCC(NCC(=O)Nc2cccc(S(N)(=O)=O)c2)CC1 (centres undefined) the results were Chronic BCR inh -15%, TCR activator 5%, S-ASM inh -1%, ELG1 repair inh -7%, Integrin act MD -4%, AT treatment 1%, TSHR antagonist -9, Eya2 phos inh 9%, Mito fusion yeast -1%, Tb PFK inh 0% and TSG101-PTAP inh 0%.
Screening CCCOc1ccccc1C1CC(=O)NC(C)=C1C(=O)OCC(C)C (centres undefined) returned Chronic BCR inh 2%, TCR activator 1%, S-ASM inh 2%, ELG1 repair inh -9%, Integrin act MD -3%, AT treatment 11%, TSHR antagonist -1, Eya2 phos inh -10%, Mito fusion yeast 6%, Tb PFK inh -3% and TSG101-PTAP inh -4%.
OCCC1CN(Cc2nc3ccc(F)cc3[nH]2)CCN1C1CCCC1 (centres undefined) was read as Chronic BCR inh -7%, TCR activator 4%, S-ASM inh 5%, ELG1 repair inh 11%, Integrin act MD -41%, AT treatment 32%, TSHR antagonist 2, Eya2 phos inh 10%, Mito fusion yeast 2%, Tb PFK inh 3% and TSG101-PTAP inh -3%.
CCc1ccc(NC(=O)N(CCN2CCOCC2)Cc2ccc3c(c2)CCCN3CC)cc1 was read as Chronic BCR inh inconclusive, TCR activator -2%, S-ASM inh -4%, ELG1 repair inh inconclusive, Integrin act MD -44%, TSHR antagonist -16, Eya2 phos inh -30%, Mito fusion yeast -6%, Tb PFK inh 5% and TSG101-PTAP inh -11%.
Screening CCOc1ccc(-n2c(N)c(C(=O)NCc3cccnc3)sc2=S)cc1 returned Chronic BCR inh 8%, TCR activator 5%, S-ASM inh -4%, ELG1 repair inh 14%, Integrin act MD 4%, AT treatment 5%, TSHR antagonist -3, Eya2 phos inh 18%, Mito fusion yeast 2%, Tb PFK inh -9% and TSG101-PTAP inh -9%.
Screening COc1cccc(OC)c1CNC(=O)C1CCC(=O)N(CC2CCCCC2)C1 (centres undefined) returned Chronic BCR inh 7%, TCR activator -16%, S-ASM inh 5%, ELG1 repair inh 1%, Integrin act MD -35%, AT treatment 2%, TSHR antagonist 7, Eya2 phos inh 2%, Mito fusion yeast -2%, Tb PFK inh 0% and TSG101-PTAP inh -2%.
`O=C(O)c1cc([N+](=O)[O-])ccc1NCc1ccccc1` gave Chronic BCR inh inconclusive, TCR activator 0%, S-ASM inh 12%, ELG1 repair inh 2%, Integrin act MD -3%, AT treatment 2%, TSHR antagonist -7, Eya2 phos inh -1%, Mito fusion yeast 6%, Tb PFK inh -2% and TSG101-PTAP inh 0%.
Screening CCCCOc1ccc(C2C(C(=O)c3ccc(C)o3)=C(O)C(=O)N2CC2CCCO2)cc1 (centres undefined) returned Chronic BCR inh inconclusive, TCR activator -4%[46.1 µM], S-ASM inh -1%, ELG1 repair inh -3%, Integrin act MD 8%, AT treatment -7%, TSHR antagonist 5, Eya2 phos inh -4%, Mito fusion yeast 6%, Tb PFK inh 0% and TSG101-PTAP inh 1%.
Screening O=C(Cn1nnc2ccccc2c1=O)Nc1cccc(S(=O)(=O)N2CCOCC2)c1 returned Chronic BCR inh -8%, TCR activator 0%, S-ASM inh 0%, ELG1 repair inh inconclusive, Integrin act MD 0%, AT treatment -8%, TSHR antagonist 14, Eya2 phos inh -7%, Mito fusion yeast -2%, Tb PFK inh -6% and TSG101-PTAP inh -5%.
`C/C(N)=C(/C#N)C(=O)CSc1cc(Cl)ccc1Cl` gave Chronic BCR inh inconclusive, TCR activator 14%[46.1 µM], S-ASM inh 0%, ELG1 repair inh 1%, Integrin act MD 10%, AT treatment -3%, TSHR antagonist 3, Eya2 phos inh 6%, Mito fusion yeast 10%, Tb PFK inh -3% and TSG101-PTAP inh 0%.
O=C(Cc1cccc2ccccc12)Nc1nnc(-c2cccc([N+](=O)[O-])c2)s1 was read as Chronic BCR inh 6%, TCR activator 1%, S-ASM inh -3%, ELG1 repair inh -9%, Integrin act MD 26%, AT treatment 5%, TSHR antagonist -4, Eya2 phos inh -3%, Mito fusion yeast -2%, Tb PFK inh -1% and TSG101-PTAP inh -5%.
Cc1ccc(NC(=O)Cc2nnc(SCC(=O)NC3CCCC3)n2C)cc1C was read as Chronic BCR inh 1%, TCR activator -18%, S-ASM inh 0%, ELG1 repair inh 11%, Integrin act MD 16%, AT treatment -5%, TSHR antagonist 2, Eya2 phos inh 7%, Mito fusion yeast 2%, Tb PFK inh -4% and TSG101-PTAP inh -2%.
Screening O=C(O)CCCCCNC(=O)c1ccc(C(=O)NCCCCCC(=O)O)cc1 returned Chronic BCR inh inconclusive, TCR activator 6%, S-ASM inh 5%, ELG1 repair inh -1%, Integrin act MD 23%, AT treatment 12%, TSHR antagonist 5, Eya2 phos inh -1%, Mito fusion yeast 4%, Tb PFK inh -2% and TSG101-PTAP inh -2%.
